FBPA coupling cs – counter-screen for Giardia aldolase inhibitors: coupling enzyme system; activity change, negative = inhibition, % at 58.2 µM, hits read low; actives 0.67% (n = 290,000); coupling enzyme system counterscreen, AmpLite Red fluorescence; in the data active = activity change below about -30%; also: % is scaled to controls: 0 for no effect and ±100 for the full control effect
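Counterscreen of the coupled detection system alone, without aldolase: glyceraldehyde-3-phosphate coupling enzymes plus AmpLite Red readout. Compounds at 57.5 uM final, 10 min RT preincubation, 20 min RT reaction, fluorescence 525/598 nm.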
uPA surface inh – blocks generation of uPA at the cell surface; cell surface uPA generation assay, qHTS; Potency, µM (titrated, usually from 38.3 µM), without a hit: top-dose activity change, negative = inhibition, most hits filed as inhibitors; actives 0.31% (n = 330,000); active = well fitted inhibition curve with a large enough effect; inconclusive = small, poorly fitted or top-dose-only effect; inactive = no such curve, though single readings can be large or run the other way; tested in mouse RAW 264.7 cells; also: potency is read from the fitted curve at half-maximal effect; % is scaled to controls: 0 for no effect and ±100 for the full control effect; nearly all actives have a fitted effect of over 55% in size
Gal4-VP16 FLuc – counter-screen for ROR gamma inhibitors: Gal4-VP16 reporter | Drosophila S2 Gal4-VP16 UAS-luciferase, luminescence, 20 h | Potency, µM (highest dose often 53.6 µM), for the others: at the top dose activity, negative = inhibition, actives largely listed as inhibitors | actives 3.5% (n = 310,000) | AID 2546;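 also: Gal4-VP16 expression switched on by copper sulfate through the metallothionein promoter; potency is read from the fitted curve at half-maximal effect; % is scaled to controls: 0 for no effect and ±100 for the full control effect; nearly all actives have a fitted effect of over 50% in size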
KCNH2 3.1 inh – blocks the human KCNH2 3.1 channel isoform | AID 720553 | U2OS KCNH2 3.1, thallium flux FluxOr; active compounds read low | activity change, % (tested at about 1.8 µM) | actives 0.95% (n = 340,000);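 active = maximum activity change below -70%; inconclusive = maximum activity change from -70% to -50%; inactive = maximum activity change above -50%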;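 also: thallium influx rate constant from kinetic fluorescence after stimulation buffer; % is scaled to controls: 0 for no effect and ±100 for the full control effect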
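FluxOr-based Tl+ influx in U2OS cells transduced with KCNH2 3.1 virus; rate constants normalized to DMSO controls.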
Tb PFK inh – T. brucei PFK enzyme inhibition. O15648. T. brucei PFK, ADP-Glo luminescence. Potency, µM (top dose mostly 57.5 µM), for inactives: top-dose activity, negative = inhibition, hits mostly inhibitors. actives 0.17% (n = 330,000);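 also: potency is read from the fitted curve at half-maximal effect; 0% = uninhibited 1x PFK enzyme wells and -100% = no-enzyme wells; nearly all actives have a fitted effect of over 60% in size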
Target sequence (O15648 whole entry, looked up): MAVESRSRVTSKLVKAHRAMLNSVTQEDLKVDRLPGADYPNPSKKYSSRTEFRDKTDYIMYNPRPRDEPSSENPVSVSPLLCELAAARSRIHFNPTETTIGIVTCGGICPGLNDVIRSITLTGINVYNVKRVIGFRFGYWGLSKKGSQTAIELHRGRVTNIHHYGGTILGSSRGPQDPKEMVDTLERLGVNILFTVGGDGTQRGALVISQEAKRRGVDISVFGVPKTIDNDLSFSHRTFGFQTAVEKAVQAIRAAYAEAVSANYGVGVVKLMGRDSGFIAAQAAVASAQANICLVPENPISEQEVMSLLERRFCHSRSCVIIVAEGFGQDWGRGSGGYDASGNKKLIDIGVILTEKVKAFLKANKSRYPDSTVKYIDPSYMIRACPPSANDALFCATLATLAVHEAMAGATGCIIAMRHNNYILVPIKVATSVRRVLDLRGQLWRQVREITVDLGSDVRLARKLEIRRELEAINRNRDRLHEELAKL
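Activity is normalized to no-enzyme wells (full inhibition) and 1.25 nM enzyme wells (no inhibition). Reaction: 0.5 mM F6P, 0.1 mM ATP, 45 min RT, ADP-Glo luminescence; concentration-response curves fitted and classed by quality.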
NPC1 promoter act – activators of NPC1 promoter | Huh7 NPC1 promoter luciferase reporter, 24 h | AID 485313 | actives 2.4% (n = 320,000) | Potency, µM (top dose mostly 9.22 µM), for the others: at the top dose activation, hits mostly activators;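 also: potency is read from the fitted curve at half-maximal effect; % of control where 0% means no effect; nearly all actives have a fitted effect of over 60% in size; reporter is driven by a mutant NPC1 promoter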
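Luminescence read-out of NPC1 promoter-driven luciferase in stably transfected Huh7 cells; compounds delivered in DMSO and left 24 h at 37C, 5% CO2, qHTS titration format.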
RORg inh – blocks mouse ROR gamma transcriptional activity | Drosophila S2 Gal4-RORgamma UAS-luciferase reporter, 20 h | Potency, µM (doses to about 53.6 µM), inactives show at the top dose activity change, negative = inhibition, most hits filed as inhibitors | AID 2551 | actives 5.4% (n = 310,000) | P51450; also: potency is read from the fitted curve at half-maximal effect; % is scaled to controls: 0 for no effect and ±100 for the full control effect; nearly all actives have a fitted effect of over 60% in size
Target sequence (P51450 whole entry, looked up, the tested form may be a part): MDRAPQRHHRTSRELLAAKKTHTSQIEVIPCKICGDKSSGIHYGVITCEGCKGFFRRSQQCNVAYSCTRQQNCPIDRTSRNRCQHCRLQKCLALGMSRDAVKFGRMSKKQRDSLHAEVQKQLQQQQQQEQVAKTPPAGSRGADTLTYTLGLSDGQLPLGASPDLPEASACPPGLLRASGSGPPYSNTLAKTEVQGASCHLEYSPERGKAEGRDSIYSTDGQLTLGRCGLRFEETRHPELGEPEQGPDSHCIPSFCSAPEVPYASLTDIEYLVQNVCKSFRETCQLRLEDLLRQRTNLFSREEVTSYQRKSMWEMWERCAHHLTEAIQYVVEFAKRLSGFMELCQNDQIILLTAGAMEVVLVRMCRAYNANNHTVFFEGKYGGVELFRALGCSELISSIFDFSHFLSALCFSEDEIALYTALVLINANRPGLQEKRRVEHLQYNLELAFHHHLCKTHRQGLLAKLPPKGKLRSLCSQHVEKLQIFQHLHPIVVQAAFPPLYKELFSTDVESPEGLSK
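Stable Schneider cell line, Gal4 DNA-binding domain fused to ROR gamma, UAS-luciferase. Cmpd 1 hr RT → CuSO4 700 uM final → 20 hr RT → luciferase reagent 10 min → luminescence.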
FLuc counter – inhibits or activates purified firefly luciferase, miR-21 counter-screen; Potency, µM (doses to about 57.5 µM), inactives show at the top dose activity change, negative = inhibition, most hits filed as inhibitors; actives 6.9% (n = 360,000); purified FLuc, Km substrates, luminescence inhibition;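 also: potency is read from the fitted curve at half-maximal effect; plate controls were vehicle for no effect and reference inhibitor for full effect; nearly all actives have a fitted effect of over 55% in size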
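Purified P. pyralis luciferase (10nM final) with 10uM D-luciferin and 10uM ATP (Km levels) in 50mM Tris acetate pH 7.5, 10mM Mg acetate, 0.01% Tween-20, 0.05% BSA; qHTS 6-point titration, ~60 µM downward; luminescence read.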
ELG1 genotox – inducers of genotoxicity in HEK293T ELG1-luciferase cells; AID 504466; HEK293T ELG1-luciferase reporter, luminescence, 16 h; actives 1.3% (n = 330,000); Potency, µM (top dose mostly 46 µM), inactives show at the highest dose activity change, positive = activation, usual class: activators; also: potency is read from the fitted curve at half-maximal effect; % of control where 0% means no effect; nearly all actives have a fitted effect of over 60% in size
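Cells (2,000/well) expressing the ELG1-luciferase fusion are dosed by pin tool and kept 16 hr at 37 °C, 5% CO2. Signal comes from ONE-Glo luciferase reagent after 30 min at room temperature.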
Rab9 promoter act – Rab9 promoter activation; Potency, µM (highest dose often 9.22 µM), without a hit: top-dose activation, negative = inhibition, hits mostly activators; AID 485297; Huh7 Rab9 promoter-luciferase reporter, luminescence, 24 h; actives 2.8% (n = 320,000); also: potency is read from the fitted curve at half-maximal effect; % of control where 0% means no effect; nearly all actives have a fitted effect of over 60% in size
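Rab9 promoter-driven luciferase in stably transfected Huh7 cells; 1500 cells/well rested 2 h, exposed to compound in DMSO for 24 h at 37 °C, 5% CO2. Luminescence read 10 min after adding luciferase reagent at ambient temperature.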
Giardia kill – kills Giardia lamblia | Giardia lamblia trophozoite viability | activity change, % at 7.66 µM, hits read low | actives 0.15% (n = 340,000) | AID 540267; in the data active = activity change below about -80%; inconclusive = between about -30% and that limit;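 also: parasites exposed to compound for two days anaerobically before the ATP read; % is scaled to controls: 0 for no effect and ±100 for the full control effect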
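Anaerobic 48 hrs incubation at 37 deg C of 100 trophozoites/well with test compounds; ATPLite 1-Step luminescence, 15-30 min RT, reports cellular ATP as viability.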
* hit, by the source's call; ? = inconclusive; / = not tested or not shown; [ ] = remark or other dose. Unless noted, calls follow the shape of the dose curve; as a rule, active = well fitted curve in the direction sought with a large enough effect; inconclusive = small, poorly fitted or top-dose-only effect, or another doubt; inactive = no such curve, though single readings can be large; an effect the other way counts as inactive or inconclusive.

SMILES	FBPA coupling cs	uPA surface inh	Gal4-VP16 FLuc	KCNH2 3.1 inh	Tb PFK inh	NPC1 promoter act	RORg inh	FLuc counter	ELG1 genotox	Rab9 promoter act	Giardia kill
Cc1nnc(NC(=O)CSc2ccc(-c3ccccn3)nn2)s1	-0.5	/	7.8%	/	-0.9%	-2.1%	-28.2%	?	?	2.3%	/
Cc1ccc(OCC(=O)NC(=S)Nc2ccc3c4c(cccc24)CC3)cc1	1.7	5.4%	-7.2%	-1.6	5.6%	0.8%	?	0.3%	1.4%	-4.1%	-7.9
Cc1ccc(C)c(NC(=O)c2ccccc2C(=O)c2ccccc2)c1	0.5	/	5.0%	/	-1.6%	-2.4%	16.2%	-4.0%	-7.4%	-2.3%	/
Cc1cc(Cl)ccc1NC(=O)CN1C(=O)C(=O)N(C2CCCC2)C1=O	/	-1.6%	/	10.3	-7.4%	-2.7%	/	6.4%	1.7%	1.0%	0.7
CCN(CC(=O)Nc1ccc(NC(C)=O)cc1)C(=O)CCCc1c[nH]c2ccccc12	/	20.6%	/	-4.2	-0.5%	-1.4%	/	-18.5%	-1.7%	2.3%	-7.3
Cc1cccc(C)c1NC(=O)C1CCCNC1 (stereo not given)	6.1	2.0%	0.6%	-13.3	0.9%	-1.3%	4.7%	-0.3%	1.0%	1.5%	-1.3
Cc1nc(SC2CC(=O)N(c3cc(Cl)cc(Cl)c3)C2=O)nc2c1CCCC2 (stereo not given)	-2.0	-0.9%	-1.7%	-10.2	-3.9%	-1.5%	24.8%	-1.7%	-0.6%	-1.1%	-7.2
C=CCn1c(N/N=C/c2ccc(O)cc2)nc2ccccc2c1=O	-0.2	?	-15.3%	-1.6	1.6%	-2.3%	?	2.39µM*	?	29.8%	2.4
COc1ccc(C(=O)Nc2ccc(S(=O)(=O)N3CCCCC3C)cc2)c(OC)c1OC (stereo not given)	-3.5	-5.9%	-8.3%	5.2	-1.3%	-6.1%	32.5%	-4.9%	3.4%	-6.8%	5.0
Cc1nn(CC(=O)Nc2nnc(C(C)C)s2)c(=O)c2ccccc12	3.3	?	-4.0%	2.1	-2.5%	-0.9%	16.2%	?	0.2%	-1.4%	-0.1
COc1ccccc1N(C)S(=O)(=O)c1ccc(Cl)c(C(=O)NCC2(N(C)C)CCCCC2)c1	/	0.5%	/	-3.8	-9.4%	-2.2%	/	-1.8%	?	4.8%	-5.4
COc1ccc(S(=O)(=O)N2CCCCCC2)cc1N	1.5	-4.6%	-6.1%	-3.4	2.7%	-4.2%	24.9%	0.1%	1.0%	-0.6%	21.7
CC1CN(S(=O)(=O)c2cccc(C(=O)NCCC3=CCCCC3)c2)CC(C)O1 (stereo not given)	/	-4.4%	/	3.7	3.0%	-2.5%	/	-0.3%	?	0.4%	-13.6
Cc1ncc(CO)c(/C=N/NC(=S)Nc2cccc(Cl)c2)c1O	3.1	-18.2%	-13.4%	-4.2	-0.3%	-16.3%	?	?	14.8%	-31.0%[inhibitor]	?
CCc1noc(N)c1C(=O)Nc1ccc(Cl)cc1	2.4	2.2%	-4.2%	-11.5	-1.0%	1.2%	7.4%	0.2%	5.6%	0.0%	-7.7
O=C(CCc1ccccc1)c1ccc2c(c1)OCCCO2	0.5	5.1%	1.8%	-7.5	-6.8%	3.16µM*	-0.4%	4.26µM*	4.11µM*	0.631µM*	-5.4
Cc1ccccc1N1CC(C(=O)Nc2nnc(SCCC3OCCO3)s2)CC1=O (stereo not given)	1.6	-1.0%	0.0%	16.8	2.7%	-0.6%	-0.7%	0.6%	-0.7%	-2.0%	32.6[activator]
O=C(O)C1CC=CCC1C(=O)N1CCN(c2nc(-c3ccccc3)c3ccccc3n2)CC1 (stereo not given)	0.7	3.9%	4.4%	-33.5	1.8%	-1.0%	12.4%	3.3%	-0.3%	-7.3%	1.2
O=C(NCc1ccc(F)cc1)C1CCCN1C(=O)NCc1ccccc1 (stereo not given)	3.2	3.8%	1.4%	0.7	-3.6%	-0.5%	6.5%	1.4%	-0.9%	-1.4%	17.5
Oc1c(Br)cc(Br)cc1CNc1cccc2cccnc12	-29.1	?	8.91µM*	-9.3	?	-9.0%	14.1µM*	-19.8%	-14.9%	20.8%	-0.6
CC(=O)Nc1cc(C(=O)N(C)Cc2ccccc2)ccc1S(=O)(=O)c1ccc(C)cc1	-3.8	2.2%	-13.0%	11.0	0.7%	8.5%	38.2%	-1.0%	-0.1%	-0.5%	-0.6
COc1ccc(C(C)=O)cc1CSc1nncn1-c1ccccc1	0.8	-0.8%	-1.2%	4.5	-0.1%	-1.7%	10.4%	-1.5%	-1.7%	-5.2%	-12.2
COc1ccc(C(=O)N2CCCc3ccccc32)cc1	3.8	/	/	0.5	6.9%	0.7%	-27.4%[0.365 µM]	-2.8%	15.2%	0.9%	1.4
COc1ccc2c(c1)c(CC(=O)OC(C)C(=O)N(C)C)c(C)n2C(=O)c1ccc(Cl)cc1 (stereo not given)	-0.6	-6.4%	-5.6%	11.1	1.4%	-4.7%	16.2%	-2.2%	-32.9%[inhibitor]	-0.3%	5.8
CC(=O)Nc1ccc(Oc2sc(C(=O)c3ccccc3)c(N)c2C#N)cc1	9.3	-20.6%	3.5%	-4.8	-0.8%	-1.3%	-6.7%	-10.1%	/	0.2%	5.5
COc1ccc(C2C(C(=O)/C=C/c3ccco3)=C(O)C(=O)N2CCN2CCOCC2)cc1 (stereo not given)	-24.3	-3.2%	4.2%	16.3	-2.0%	-3.2%	3.0%	?	7.0%	-0.3%	-11.5
COc1ccc(/C=N/NC(=O)c2ccc(COc3cccc4cccnc34)cc2)cc1O	3.3	-3.8%	10.2%	10.6	1.2%	1.4%	18.7%	13.5µM*	-6.0%	-7.1%	2.9
CC1=C(C(=O)Nc2ccccc2C)C(c2cccnc2)n2nc(CCCO)nc2N1 (stereo not given)	2.2	0.2%	-6.2%	-0.4	5.9%	-1.1%	8.9%	-0.1%	1.6%	-0.5%	8.0
O=C(Cn1cc([N+](=O)[O-])ccc1=O)N1CCc2ccccc2C1	/	5.0%	/	7.7	-0.5%	/	/	/	-7.1%	/	?
Cc1cccc(N(CC(=O)NC2CCCCC2)C(=O)c2ccc(C)s2)c1	-0.2	12.2%	-0.2%	-10.4	-0.3%	-2.5%	37.3%	-0.4%	-2.7%	2.0%	19.5
CCN(C(=O)COC(=O)C1CCN(S(=O)(=O)c2ccc3c(c2)OCCO3)CC1)C1CCCCC1	/	0.8%	/	0.6	-8.3%	-2.3%	/	-0.4%	2.0%	-3.7%	-10.8
O=C(OC1CCOC1=O)c1ccc(Cl)c(S(=O)(=O)N2CCCCC2)c1 (stereo not given)	1.6	2.4%	-19.1%	3.6	-6.2%	-0.5%	-11.7%	4.6%	-0.2%	15.1%	-22.0
COCCn1c(SCC(=O)Nc2ccccc2OC)nc2ccccc2c1=O	1.4	18.6%	2.0%	-0.6	-2.5%	-1.6%	?	-1.3%	-3.0%	18.3%	14.6
COc1ccccc1Oc1ccc2c(c1)C(=O)N(CC1CCCO1)C2=O (stereo not given)	2.9	-4.4%	4.3%	6.7	0.1%	7.8%	?	19µM*	-2.1%	27.7%	2.8
CS(=O)(=O)N1CCCC(C(=O)NCCc2ccccc2)C1 (stereo not given)	7.2	0.7%	0.0%	-4.7	-0.8%	1.9%	7.9%	1.5%[2.3 µM]	2.7%	-1.5%	-10.3
O=C(Nc1ccccc1Cl)c1ccc2nsnc2c1	4.9	-11.1%	-2.7%	-3.1	-13.1%	2.24µM*	-17.0%	19µM*	?	2.51µM*	-23.6
CC(=O)c1cccc(Nc2c([N+](=O)[O-])c(=O)oc3ccccc23)c1	8.9	-9.6%	5.1%	-3.0	2.8%	2.1%	?	0.3%	-4.3%	-1.9%	-7.4
CC1CN(C(=O)c2cccc(S(=O)(=O)N3CCN(c4ccccc4)CC3)c2)CC(C)O1 (stereo not given)	/	-2.7%	/	0.2	2.2%	-3.1%	/	2.7%	-1.1%	-4.8%	14.4
CCOc1ccc(NC(=O)c2ccc3[nH]c(=O)c(=O)[nH]c3c2)cc1	-0.2	3.7%	3.3%	-8.4	1.8%	1.1%	-24.0%	?	-0.2%	-0.9%	-14.1
O=C(/C=C/c1cccc(C(F)(F)F)c1)N1CCN(c2ccccn2)CC1	/	-5.8%	-11.2%	-9.5	0.1%	0.3%	-12.0%	-2.0%	12.9%	2.3%	-6.4
Nn1c(SCC(=O)Nc2ccc3c(c2)OCO3)nnc1-c1ccncc1	0.9	0.0%	-17.0%	8.0	/	/	-1.8%	1.6%	/	/	4.9
